Cdc25B block: human M-phase inducer phosphatase 2 inhibition; recombinant Cdc25B, OMFP fluorescence Ex485/Em525; P30305; inhibition, %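 (compounds tested at 10 µM final in the well)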; 0.1% of 65,000 active; in the data active = inhibition above about 50%
MKP-1 inh: inhibitors of human MKP-1 phosphatase; P28562; recombinant MKP-1, OMFP hydrolysis fluorescence; inhibition, %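 (compounds tested at a single concentration somewhere between 10 and 100 µM)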; 0.15% of 65,000 active;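 active = inhibition above about 50%, limit read from the data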;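 also: 0% = DMSO max control wells and 100% = wells with enzyme stopped by NaOH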
Target sequence (P28562 whole entry, looked up): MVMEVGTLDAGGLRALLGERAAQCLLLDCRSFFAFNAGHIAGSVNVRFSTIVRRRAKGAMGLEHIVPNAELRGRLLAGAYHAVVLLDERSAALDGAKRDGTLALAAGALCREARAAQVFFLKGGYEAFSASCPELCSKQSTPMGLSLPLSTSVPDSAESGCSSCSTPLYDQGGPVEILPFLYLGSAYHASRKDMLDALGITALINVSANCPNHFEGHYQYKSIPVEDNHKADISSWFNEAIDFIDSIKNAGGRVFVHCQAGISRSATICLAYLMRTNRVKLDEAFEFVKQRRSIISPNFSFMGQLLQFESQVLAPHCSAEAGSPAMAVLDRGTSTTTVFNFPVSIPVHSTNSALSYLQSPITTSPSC
Cathepsin G inh: inhibitors of human cathepsin G. AID 581. inhibition, % at 5 µM (by protocol). 0.2% of 62,000 active. P08311. purified enzyme, AMC-tetrapeptide fluorescence, pooled mixtures;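 active = inhibition above 20% in each of the two mixture wells holding the compound; inactive = inhibition of 20% or less in either well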;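 also: 0% = enzyme control without mixture and 100% = blank lacking enzyme; strong numbers were not always called active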
FXIIa mix inh: inhibitors of human coagulation factor XIIa, pooled mixtures; purified FXIIa, fluorogenic substrate; inhibition, % at 5 µM; 0.2% of 62,000 active;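 also: 0% = enzyme without compound and 100% = no enzyme blank; some results filed as inactive read as strong as hits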
FXIa mix inh: factor XIa (human) inhibition, mixture screen; purified FXIa, fluorogenic substrate, pooled mixtures; inhibition, % at 5 µM; 0.19% of 62,000 active; AID 680;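 also: each value is inhibition by a whole ten-compound pool holding the compound; 0% = enzyme with no mixture and 100% = wells lacking enzyme; strong numbers were not always called active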
Hsp90 block: displaces geldanamycin probe from tumor Hsp90. P07900. NCI-N417 lysate Hsp90, Cy3B-geldanamycin FP displacement. inhibition, % at 30 µM. 0.35% of 64,000 active;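 active = inhibition above 50%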;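 also: 0% = tracer plus lysate wells and 100% = tracer alone without lysate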
CatL block: blocks human cathepsin L protease activity; purified cathepsin L, fluorogenic substrate, fluorescence; inhibition, %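 (tested at 10 µM)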; 0.17% of 58,000 active; P07711; AID 460; in the data active = inhibition above about 45%;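 also: 0% = enzyme with no compound and 100% = no enzyme blank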
HTR1A agonist: activates the human 5-HT1a serotonin receptor; P08908; CHO 5-HT1a Ga15 NFAT-bla reporter, FRET ratio; 0% basal, 100% maximal reference agonist; 0.56% of 65,000 active; AID 567; activation, % at 10 µM;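 active = activation above the screen-wide mean activation plus 3 SD, cut at about 19% in these data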;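 also: 0% = DMSO wells and 100% = 5-CT at EC100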
Target sequence (P08908 whole entry, looked up): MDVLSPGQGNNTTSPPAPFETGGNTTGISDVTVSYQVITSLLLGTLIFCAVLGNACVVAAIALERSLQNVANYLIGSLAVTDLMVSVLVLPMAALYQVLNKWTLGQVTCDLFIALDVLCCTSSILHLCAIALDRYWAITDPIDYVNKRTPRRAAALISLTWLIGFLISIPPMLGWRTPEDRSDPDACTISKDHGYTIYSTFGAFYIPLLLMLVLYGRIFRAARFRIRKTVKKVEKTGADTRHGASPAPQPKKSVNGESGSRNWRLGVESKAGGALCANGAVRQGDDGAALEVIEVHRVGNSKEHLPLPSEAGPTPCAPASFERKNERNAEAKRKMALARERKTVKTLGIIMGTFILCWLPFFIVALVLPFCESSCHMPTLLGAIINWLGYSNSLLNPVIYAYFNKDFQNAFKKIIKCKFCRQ
C1s block: blocks human complement C1s protease activity; 0.16% of 62,000 active; mean inhibition % of two 10-compound mixtures (active compounds read high), % at 5 µM (by protocol); purified C1s, fluorogenic AMC substrate, pooled mixtures;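 active = inhibition above 20% in each of the two 10-compound mixture wells holding the compound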;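 also: 0% = enzyme wells lacking compound mixture and 100% = no-enzyme blank wells; some compounds called inactive have numbers as strong as hits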
Numbers without * were called inactive; / = no result given; & = joins results of further samples. Rule as the data show it, unless noted: active = inhibition above about 20% (passing the limit was not always enough); inactive = the rest. The list is partial. The share of hits here may be higher or lower than overall.

SMILES	Cdc25B block	MKP-1 inh	Cathepsin G inh	FXIIa mix inh	FXIa mix inh	Hsp90 block	CatL block	HTR1A agonist	C1s block
CCN1CCN(Cc2ccc(C)cc2)CC1	7	5	-2	3	7	2	1	-4.1	3
CN(C)C(=O)Oc1ccc(-c2nnco2)cc1	-22	-8	-3	-21	5	1	/	0.1	-11
CC1(C)CC(=O)C(C=NCCN2CCN(C(=O)Cc3ccc(F)cc3)CC2)=C(O)C1	3	-36	/	/	/	-4	21	1.5	/
O=C(CN1CC(c2ccccc2)CC1=O)Nc1ccccc1 (stereo unspecified)	-9	3	11	5	-3	-2	/	1.3	0
O=C(Cn1nc(Cc2cccnc2)c2ccccc2c1=O)N1CCC2(CC1)OCCO2	-1	1	10	1	5	0	/	-3.0	2
O=c1[nH]c2c(c(=O)n1C1CCCCC1)CCC2	-39	-10	8	3	5	-1	0	-4.8	9
CCCNC(=O)c1c(N)n(CC2CCCO2)c2nc3ccccc3nc12 (stereo unspecified)	4	28	-6	3	-5	27	-78	11	-67
CCOc1cc2[nH]c(=S)n(CCCC(=O)N3CCC4(CC3)OCCO4)c(=O)c2cc1OCC	-11	16	8	2	5	0	3	0.8	11
Cc1ccccc1C1=NCC(=O)N(CC(=O)NCc2ccco2)c2sc3c(c21)CCCC3	5	4	10	9	4	-5	17	2.0	-9
Cc1ccnc(-n2c(-c3ccco3)nc3ccccc3c2=O)c1	-6	12	5	2	5	0	-3	0.5	8
Cc1cccc(-n2c(O)c(C=NCc3cccnc3)c(=O)[nH]c2=O)c1C	-3	-12	-4	7	-8	0	-8	-1.3	-39
C=CCN1C(=O)CSc2ccc(C(=O)N3CCC4(CC3)OCCO4)cc21	-11	22	-1	6	7	-5	-2	-0.6	0
c1ccc(CCn2nnnc2CN2CCC(n3nnc4ccccc43)CC2)cc1	-17	22	5	-2	-6	-3	33	-1.0	-38
COc1ccc(Cn2c(N)c(C(=O)NCc3ccco3)c3nc4ccccc4nc32)cc1	30	34	0	6	2	-1	-61	-4.4	-32
O=C1c2ccccc2C(=O)N1Cc1nc2ccccc2c(=O)n1-c1ccc(Br)cn1	-5	4	7	1	6	-3	3	-0.6	13
CCC(C(=O)N1CCC2(CC1)OCCO2)c1ccccc1 (stereo unspecified)	-13	0	-4	5	0	-2	9	-3.7	-95
[N-]=[N+]=CC(=O)OC[C@H](N)C(=O)O	-27	-7	-3	-19	4	-6	3	-2.9	-9
CC(=O)C1=C(C)OC(N)=C(C(=O)OC(C)C)C12C(=O)Nc1ccccc12 (stereo unspecified)	-1	33	-1	11	-2	-18	3	-1.6	-4
CCCN(CC#CCO)CCC	-22	-41	/	/	/	2	8	-1.9	/
Nc1ccccc1C(=O)OC1CSC1	4	-5	4	-23	2	3	-6	-0.2	-14
Cc1nc2ncnn2c(C)c1CCC(=O)N1CCC2(CC1)OCCO2	5	21	-1	1	9	0	-3	-1.4	-1
Cn1nc(-c2ccc(OCC(=O)N3CCN(Cc4ccccc4)CC3)cc2)c2ccccc2c1=O	-1&-14	9&8	/	/	/	-7	/	-1.2	/
COc1ccc2[nH]c(C)c(CCN3CCC(=O)C(C)C3C)c2c1 (stereo unspecified)	-1	-4	-3	4	3	-6	/	0.0	-4
O=C1N(CN2CCOCC2)c2ccccc2C1(O)c1c[nH]c2ccccc12 (stereo unspecified)	-2	-13	8	-18	8	-8	2	-0.3	12
Cc1ccc2c(c1)C1CN(C)CCC1N2C(=O)Cn1nnc(-c2ccccc2F)n1 (stereo unspecified)	-6	0	-9	3	1	-2	-3	1.8	-65
CN(C)CCN=Cc1c(O)n(-c2cccc(C(F)(F)F)c2)c(=O)[nH]c1=O	-9	-20	3	-1	16	0	24	-3.4	2
CP(=O)(O)CCCN	-19	16	8	0	3	3&-1	11	-0.1	-19
Cc1cc(N2C(=O)C3CCCN3C2c2cccc(Cl)c2)no1 (stereo unspecified)	7	-1	12	-20	1	-2	-2	0.1	5
CCC(C)NC(=O)c1c(N)n(CCCOC)c2nc3ccccc3nc12 (stereo unspecified)	-7	43	-3	1	-6	18	-229	12	-20
CCCCc1nc(N2CCNCC2)c(C#N)c2c1CSC(C)(C)C2	-39	-28	/	/	/	-8	-5	-1.5	/
CCCCn1c(O)c(C(C)=Nc2ccc(C(=O)O)cc2)c(=O)[nH]c1=O	-2	-33	8	-19	4	-4	7	0.3	2
CN1CCN(C(=O)COc2ccc(C(C)(C)C)cc2Br)CC1	-7	0	-1	4	8	-1	4	-2.8	-12
Cc1c2ccncc2c(C)c2c1[nH]c1ccccc12	23	-29	-13	6	-2	0&-2	28	6.8	-20
CCC(=NCc1ccc2c(c1)OCO2)c1c(O)n(C2CCCCC2)c(=O)[nH]c1=O	2	0	1	2	7	-4	-2	0.5	-5
O=c1cccc2n1CC1CC2CN(Cc2cccc(Cl)c2Cl)C1 (stereo unspecified)	2	8	2	1	9	-13	-3	-2.4	-2
O=c1c2ccccc2[nH]c(=S)n1-c1ccc2c(c1)OCO2	-1	7	3	-18	-2	2	13	-2.5	3

An excerpt of these results, with values under each structure:
Under each structure – Cdc25B block | MKP-1 inh | Cathepsin G inh | FXIIa mix inh | FXIa mix inh | Hsp90 block | CatL block | HTR1A agonist | C1s block
- Cc1cccc(-n2c(O)c(C=NCc3cccnc3)c(=O)[nH]c2=O)c1C
 : -3 | -12 | -4 | 7 | -8 | 0 | -8 | -1.3 | -39
- C=CCN1C(=O)CSc2ccc(C(=O)N3CCC4(CC3)OCCO4)cc21
 : -11 | 22 | -1 | 6 | 7 | -5 | -2 | -0.6 | 0

(list continues)
SMILES	Cdc25B block	MKP-1 inh	Cathepsin G inh	FXIIa mix inh	FXIa mix inh	Hsp90 block	CatL block	HTR1A agonist	C1s block
COCCOC(=O)c1c(N)n(Cc2ccco2)c2nc3ccccc3nc12	27	-20	/	/	/	-2	-391	2.2	/
Cc1nn(Cc2ccccc2Cl)c(Cl)c1C(=O)OCC(=O)NCc1ccco1	2	7	-1	-5	-13	0	-2	-1.5	-47
CN1CC=C2C(C#N)=C(N)C(C#N)(C#N)C(c3ccncc3)C2C1 (stereo unspecified)	-14	-2	/	/	/	10	1	9.9	/
O=C(C1CCCO1)N1CCC2(CC1)OCCO2 (stereo unspecified)	1	-6	-13	1	-4	-8	24	-2.1	-14
COc1cc(C)c(CN2CCN(c3ccccc3)CC2)cc1C	0	12	3	6	12	2	/	-0.2	9
COCCOC(=O)C1=C(N)OC(C)=C(C(=O)OC)C12C(=O)Nc1ccccc12 (stereo unspecified)	6	14	7	-5	6	/	7	/	7
Cn1cc(C(=O)c2ccccc2)c2ccccc21	-1	0	-9	13	-3	-2	2	-2.0	-68
CCOC(=O)C1C(=O)N(C)C2(C)CC1c1cc(OC)ccc1O2 (stereo unspecified)	1	13	0	3	10	-1	-5	-3.1	-23
N#CC1=C(N)Oc2c(c(=O)oc3ccccc23)C1c1ccc(OC(=O)N2CCOCC2)cc1 (stereo unspecified)	-11	13	10	8	3	-4	1	-1.9	9
CC(N=Cc1c(O)[nH]c(=O)[nH]c1=O)c1ccccc1 (stereo unspecified)	-6	7	-7	2	-7	0	13	-4.3	-21
CCC(=NCCN1CCCCC1)c1c(O)n(C)c(=O)n(C)c1=O	6	-19	/	/	/	-5	9	-0.7	/
CCCCCCn1c(O)c(C=NCCN2CCCCC2)c(=O)[nH]c1=O	-17	-9	/	/	/	-5	-9	-0.6	/
COc1ccccc1CN1CCN(C(=O)COc2ccccc2)CC1	-8	4	-16	3	-7	-3	5	-1.3	-91
COc1cccc(N2C(=O)NC(=O)C3(Cc4cc(C)ccc4N(C)C3)C2=O)c1 (stereo unspecified)	4	35	6	16	-1	-8	5	-3.5	4
COc1ccc(Cc2nccc3cc(OC)c(OC)cc23)cc1OC	13	-12	7	-19	7	40&1	-11	-2.6	15
CC(C)N(CCC(C(N)=O)(c1ccccc1)c1ccccn1)C(C)C (stereo unspecified)	-17	-6	0	9	-1	-2&-2&0	-1	0.8	-4
COc1ccccc1N=C1SCCCN1C	9	1	7	1	-2	2	-12	-0.9	2
CCCCn1c(O)c(C(CC)=NCCN2CCCCC2)c(=O)[nH]c1=O	-26	-10	1	27	-2	-6	2	-0.3	-20
O=c1[nH]c(=O)n(Cc2ccco2)c(O)c1C=NCc1ccco1	4	-11	1	0	-10	-5	-3	-1.5	-45

Copied from the entries so far (17 entries):
SMILES	Cdc25B block	MKP-1 inh	Cathepsin G inh	FXIIa mix inh	FXIa mix inh	Hsp90 block	CatL block	HTR1A agonist	C1s block
O=c1c2ccccc2[nH]c(=S)n1-c1ccc2c(c1)OCO2	-1	7	3	-18	-2	2	13	-2.5	3
COCCOC(=O)c1c(N)n(Cc2ccco2)c2nc3ccccc3nc12	27	-20	/	/	/	-2	-391	2.2	/
Cc1nn(Cc2ccccc2Cl)c(Cl)c1C(=O)OCC(=O)NCc1ccco1	2	7	-1	-5	-13	0	-2	-1.5	-47
CN1CC=C2C(C#N)=C(N)C(C#N)(C#N)C(c3ccncc3)C2C1 (stereo unspecified)	-14	-2	/	/	/	10	1	9.9	/
O=C(C1CCCO1)N1CCC2(CC1)OCCO2 (stereo unspecified)	1	-6	-13	1	-4	-8	24	-2.1	-14
COc1cc(C)c(CN2CCN(c3ccccc3)CC2)cc1C	0	12	3	6	12	2	/	-0.2	9
COCCOC(=O)C1=C(N)OC(C)=C(C(=O)OC)C12C(=O)Nc1ccccc12 (stereo unspecified)	6	14	7	-5	6	/	7	/	7
Cn1cc(C(=O)c2ccccc2)c2ccccc21	-1	0	-9	13	-3	-2	2	-2.0	-68
CCOC(=O)C1C(=O)N(C)C2(C)CC1c1cc(OC)ccc1O2 (stereo unspecified)	1	13	0	3	10	-1	-5	-3.1	-23
N#CC1=C(N)Oc2c(c(=O)oc3ccccc23)C1c1ccc(OC(=O)N2CCOCC2)cc1 (stereo unspecified)	-11	13	10	8	3	-4	1	-1.9	9
CC(N=Cc1c(O)[nH]c(=O)[nH]c1=O)c1ccccc1 (stereo unspecified)	-6	7	-7	2	-7	0	13	-4.3	-21
CCC(=NCCN1CCCCC1)c1c(O)n(C)c(=O)n(C)c1=O	6	-19	/	/	/	-5	9	-0.7	/
CCCCCCn1c(O)c(C=NCCN2CCCCC2)c(=O)[nH]c1=O	-17	-9	/	/	/	-5	-9	-0.6	/
COc1ccccc1CN1CCN(C(=O)COc2ccccc2)CC1	-8	4	-16	3	-7	-3	5	-1.3	-91
COc1cccc(N2C(=O)NC(=O)C3(Cc4cc(C)ccc4N(C)C3)C2=O)c1 (stereo unspecified)	4	35	6	16	-1	-8	5	-3.5	4
COc1ccc(Cc2nccc3cc(OC)c(OC)cc23)cc1OC	13	-12	7	-19	7	40&1	-11	-2.6	15
CC(C)N(CCC(C(N)=O)(c1ccccc1)c1ccccn1)C(C)C (stereo unspecified)	-17	-6	0	9	-1	-2&-2&0	-1	0.8	-4
